STK33 kinase inh = inhibitors of human STK33 kinase | Q9BYT3 | purified STK33, MBP phosphorylation, ADP-Glo luminescence | inhibition, % at 10 µM | 320,000 compounds, 0.073% hits | AID 2661;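 active means inhibition at or above 25%, using the most active replicate where run in duplicate; inactive means inhibition below 25%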
Target sequence (Q9BYT3 whole entry, looked up): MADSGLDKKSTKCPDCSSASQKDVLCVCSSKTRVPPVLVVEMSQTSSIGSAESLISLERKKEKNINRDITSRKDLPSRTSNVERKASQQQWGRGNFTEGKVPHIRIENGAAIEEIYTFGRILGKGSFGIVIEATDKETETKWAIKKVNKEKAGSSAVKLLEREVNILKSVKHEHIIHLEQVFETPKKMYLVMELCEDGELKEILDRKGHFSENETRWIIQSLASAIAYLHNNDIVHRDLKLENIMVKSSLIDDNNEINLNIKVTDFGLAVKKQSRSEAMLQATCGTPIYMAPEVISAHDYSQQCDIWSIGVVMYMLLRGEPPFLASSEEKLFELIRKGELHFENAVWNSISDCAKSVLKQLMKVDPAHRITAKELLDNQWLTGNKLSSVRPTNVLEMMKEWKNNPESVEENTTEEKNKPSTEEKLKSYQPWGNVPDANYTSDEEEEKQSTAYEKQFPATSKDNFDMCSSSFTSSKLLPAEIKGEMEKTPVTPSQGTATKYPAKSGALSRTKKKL
CHT inh = inhibitors of human choline transporter CHT; Q9GZV3; CHT-expressing cells, membrane potential dye, choline response; hits give low values; B-score at 10 µM; 310,000 compounds, 0.86% hits;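 active means B-score over 3 SD under the library average, and starting fluorescence ratio not unusually high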;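 further: choline stimulus applied at its EC90 after an EC20 pre-addition; B-score computed on integrated fluorescence ratio after choline addition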
Target sequence (Q9GZV3 whole entry, looked up): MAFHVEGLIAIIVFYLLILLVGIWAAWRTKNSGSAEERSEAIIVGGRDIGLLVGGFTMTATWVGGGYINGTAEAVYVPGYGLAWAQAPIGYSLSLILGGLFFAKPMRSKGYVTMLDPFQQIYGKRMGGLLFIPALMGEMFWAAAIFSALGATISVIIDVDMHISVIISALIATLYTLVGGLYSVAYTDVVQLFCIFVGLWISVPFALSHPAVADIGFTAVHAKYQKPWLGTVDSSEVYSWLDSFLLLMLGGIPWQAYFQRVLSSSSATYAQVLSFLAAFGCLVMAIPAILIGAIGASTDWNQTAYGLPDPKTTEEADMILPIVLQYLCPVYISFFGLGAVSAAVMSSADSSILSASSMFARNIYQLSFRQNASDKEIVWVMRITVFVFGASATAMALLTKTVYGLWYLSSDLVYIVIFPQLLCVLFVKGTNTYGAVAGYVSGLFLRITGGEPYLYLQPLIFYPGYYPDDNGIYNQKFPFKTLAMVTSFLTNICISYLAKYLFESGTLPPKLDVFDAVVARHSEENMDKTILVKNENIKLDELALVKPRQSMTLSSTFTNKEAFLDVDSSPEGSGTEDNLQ
CHT PAM = allosterically activates the human high affinity choline transporter | CHT-expressing cells, membrane potential dye, choline EC20; hits give high values; LV-AA mutant CHT in HEK293 cells | B-score at 10 µM | 310,000 compounds, 0.49% hits | AID 488977;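 active means initial fluorescence not abnormally high and integrated response B-score, plate-corrected, over 3 SD above library mean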
An asterisk follows results filed as active; i = inactive; . = no result given. No enrichment for hits. About 1.5% of those tested had a hit in this group.

compound	STK33 kinase inh	CHT inh	CHT PAM
O=C1C(C2=NC(c3ccccn3)C3C(=O)N(c4ccc(Cl)cc4Cl)C(=O)C23)=C(O)c2ccccc21 (stereo not given)	-2.0	i	i
COc1cccc(N2CC(C)Cn3c2nc2c3c(=O)n(CCN3CCOCC3)c(=O)n2C)c1 (stereo not given)	-0.6	i	i
COc1cccc(CNCc2ccc(OC)cc2OC)c1	-0.9	i	i
O=C(Oc1ccc(F)cc1)N1CCOCC1	-1.7	i	i
CC(C)(C)NC1=CC(=O)OC12CCCCC2	-0.5	i	i
CC(=O)Nc1ccc(S(=O)(=O)NC2Cc3ccccc3C2)cc1	-0.5	i	i
CC(=O)Nc1ccc(S(=O)(=O)NCC(C)NS(=O)(=O)c2ccc(NC(C)=O)cc2)cc1 (stereo not given)	-0.6	i	i
CCOC(=O)N1CCN(C(=O)CSCC(=O)Nc2nc(-c3ccc(C)cc3)cs2)CC1	-1.1	i	i
CS(=O)(=O)N1CCc2cc(C(=O)N3CCCCC3)ccc21	-0.9	i	i
CCC(=O)N1CCc2cc(Br)cc(S(=O)(=O)N3CCCCC3CC)c21 (stereo not given)	-2.5	i	i
CCC(=O)Nc1cccc(-c2cn3ccsc3n2)c1	1.1	i	i
CC(/C=N/NC(=O)NC1CCCCC1)=C\c1ccccc1	-0.1	i	i
Nc1ccc(S(=O)(=O)c2ccc(N)cc2)cc1	-0.1	i	i
O=C(N/N=C/c1cn(CC(=O)N2CCOCC2)c2ccccc12)c1cccnc1	-0.5	i	i
CC(=O)NC(Cc1cccc(C)c1)C(=O)NC1CCN(S(=O)(=O)c2ccccc2)CC1 (stereo not given)	-1.8	i	i
CCN1CCN(c2cc(C)c3cc(NC(=S)N(C)Cc4ccccc4)ccc3n2)CC1	-1.6	i	i
COC(=O)CNC(=O)C1CCN(S(=O)(=O)c2cnc[nH]2)CC1	-2.4	i	i
COc1ccc(C2=NOC(c3nnc(-c4ccccc4)o3)C2)cc1 (stereo not given)	-2.9	i	i
COc1cc(/C=C(\C#N)C(=O)NCC2CCCO2)cc(OC)c1OC (stereo not given)	1.3	i	i
COc1ccccc1CNS(=O)(=O)c1ccc(-n2cccn2)cc1	-2.9	i	i
C=CCn1c(SCC(=O)N2CCCCC2)nnc1-c1ccncc1	0.5	i	i
COc1ccc(OC)c(CN2CCN(C(=O)c3ccc(F)cc3)CC2)c1	-2.1	i	i
COCCCNC(=O)c1cc(Sc2nnc(C)s2)nc2ccccc12	-0.6	i	i
COc1ccc(OC)c(Cc2nnc(CCC(=O)N3CCCCC3c3nccs3)o2)c1 (stereo not given)	-0.9	i	i
CCCCC1=CC2=C(c3ccco3)C(=O)C(C)(OC(=O)c3ccc(OC)cc3)C(=O)C2=CN1C1CCCCC1 (stereo not given)	0.7	i	i
CCn1c(SCC(=O)NC2CCCCC2C)nnc1-c1ccc(OC)cc1 (stereo not given)	-0.6	i	i
Cc1nnc(SCC(=O)c2c(N)n(C)c(=O)n(C)c2=O)[nH]c1=O	-0.3	i	i
O=C(CSc1nnc2c(Cl)cc(C(F)(F)F)cn12)N(Cc1ccccc1)Cc1ccccc1	-0.6	i	i
CCc1nnc(NC(=O)Cc2c[nH]c3ccccc23)s1	-2.2	i	i
Oc1[nH]c2ccccc2c1N=NC(=S)NCC1CCCO1 (stereo not given)	0.5	i	i
Cc1c(C)c2cc(Cl)c(O)c(CN3CCCCC3)c2oc1=O	-4.5	i	i
O=C1CN(C(=O)COC(=O)C23CC4CC(CC(O)(C4)C2)C3)c2ccccc2N1	-1.1	i	i
Cc1ccc(S(=O)(=O)N2CCC(C(=O)OCC(=O)N3CCC(C)CC3)CC2)cc1C	1.7	i	i
CNC(=O)c1ccc(=O)n(Cc2cccc(C(F)(F)F)c2)c1	-0.1	i	i
COc1cccc(N(CC(=O)NCc2ccco2)C(=O)CCC(=O)Nc2nccs2)c1	-0.1	i	i
CC(C#N)On1c(SC(C)C#N)nc2ccccc2c1=O (stereo not given)	2.8	i	i
CC(C)(C)c1cc(NC(=O)c2cccc(S(=O)(=O)N3CCOCC3)c2)no1	0.8	i	i
Cc1ccc(C(C[N+](=O)[O-])c2c(C)[nH]n(-c3ccccc3)c2=O)cc1 (stereo not given)	-0.1	i	i
Cc1cc(NS(=O)(=O)c2ccc(NC(=O)COc3c(C)cc(Br)cc3C)cc2)no1	-0.5	-6*	i
CC(=O)N(c1ccc(Cl)cc1)c1nc(C)cc(C)c1C#N	-0.6	i	i
Cc1ccc(S(=O)(=O)NCC(=O)N(CC(=O)NC(C)(C)C)Cc2ccc3c(c2)OCO3)cc1	0.3	i	i
Nc1ncnc2nc(SCCOc3ccc(Cl)cc3)[nH]c12	0.8	i	i
O=C(N/N=C/c1cccc2cccnc12)c1ccccc1O	1.7	i	i
O=C(Cn1cc(C(F)(F)F)ccc1=O)N/N=C/c1cccc(Cl)c1Cl	-1.6	i	i
CCCCC(C(=O)NC1CCCC1)N(Cc1ccco1)C(=O)Cn1nnc(-c2ccc(F)cc2)n1 (stereo not given)	-0.9	i	i
CC(C)CCN(CC(=O)NC(C)(C)C)C(=O)C(=O)Nc1ccc2c(c1)OCCO2	-2.0	i	i
Cc1ccc2cccc(S(=O)(=O)N3CCN(c4cccc(Cl)c4)CC3)c2n1	-1.0	i	i
N#Cc1c(N2CCCC2)ccc(Br)c1Cl	0.9	i	i
CC(C)Cc1nc2sc3c(c2c(=O)n1N)CC(C(C)C)OC3 (stereo not given)	2.0	i	i
Cc1nn2c3ccccc3n(Cc3ccccc3)c2nc1=O	-1.6	i	i
Cc1ccc(C)c(S(=O)(=O)N2CCCOC2CNC(=O)C(=O)NCc2cccs2)c1 (stereo not given)	1.0	i	i
O=C(Cn1cnc2c(oc3ccccc32)c1=O)N1CCN(c2ccccc2)CC1	-0.8	i	i
CC(C)Sc1nnc([C@@H]2CCCN2C(=O)OC(C)(C)C)o1	-1.6	i	i
CCOc1ccc(/C=N/NC(=O)c2csc(C)c2C)c(OCC)c1	-0.7	i	i
CC(=O)N1CCN(c2ccc(NC(=O)c3cccc(C)c3)cc2)CC1	2.0	i	i
CCOC(=O)CSC1=C(C#N)C(c2ccccc2C)C2=C(CCCC2=O)N1 (stereo not given)	0.7	i	i
CCc1noc(C)c1C(=O)N(C)CC(=O)Nc1ccc(Br)cc1C	-0.6	i	i
CC(C)n1nc(C(=O)Oc2cc(Cl)ccc2Cl)c2ccccc2c1=O	-0.6	i	i
Cc1cccc(C)c1N=Cc1c(O)n(-c2nccs2)c(=O)c2ccccc12	-0.6	i	i
CCOC(=O)C(CCCCOc1cccc(CC)c1)C(=O)OCC	-1.8	i	i

Next section
compound	STK33 kinase inh	CHT inh	CHT PAM
Cc1cc(C(=O)c2ccccc2)c(NC(=O)CCl)s1	-0.8	i	i
CN(C(=O)c1ccc2c(Cl)c3c(nc2c1)CCC3)c1ccccc1	-0.7	i	i
COc1ccc(C(=O)C2CCCN(Cc3cccn3-c3ccccn3)C2)c(OC)c1 (stereo not given)	0.5	i	i
Cc1cc(NC(=O)c2ccccc2)ccc1NC(=O)c1ccccc1Cl	0.4	i	i
O=C(O)c1cc(-c2ccco2)nn1-c1cccc(Cl)c1	0.0	i	i
O=C(CSc1ccc(Cl)cc1)NNC(=O)c1cccnc1	-1.3	i	i
Nc1c(C(=O)Nc2ccccc2)nnn1-c1ccc2c(c1)OCCO2	0.5	i	i
CCN(CC)C(=O)COC(=O)C1=NN(c2cc(C)ccc2C)C(=O)CC1	0.9	i	i
COc1ccc(C(C(=O)NC2CCCC2)N(CCCO)C(=O)c2snc(C(N)=O)c2N)cc1 (stereo not given)	-0.6	i	i
CCOC(=O)c1ccc2nc(NC(=O)C(C)C)sc2c1	1.7	i	i
C=CCn1c(CCCNC(=O)c2ccccc2OC)nc2ccccc21	-1.3	i	i
O=C(NCCCN1CCOCC1)C(=O)c1c[nH]c2ccccc12	1.0	i	i
O=C(C1CCC(CNc2c(N3CCCCC3)c(=O)c2=O)CC1)N1CCN(C2CCCCC2)CC1 (stereo not given)	-0.6	i	i
CC(C)c1ccccc1NC(=O)C1CC(=O)N(C2CCCC2)C1 (stereo not given)	-0.3	i	i
Cc1ccc(NC(=O)C(=O)NNC(=O)c2cccs2)cc1	-1.5	i	i
O=C(NCCCn1ccnc1)C(Cc1ccc([N+](=O)[O-])cc1)N1C(=O)c2ccccc2C1=O (stereo not given)	-0.1	i	i
Cc1ccc(C(=O)NCC(=O)OCC(=O)c2ccc(C)c([N+](=O)[O-])c2)cc1	0.0	i	i
O=C(Nc1nc2ccccc2s1)c1ccc(F)cc1	-0.4	i	i
CCCCOC(=O)Cn1c(=O)oc2ccc(C)cc21	-0.7	i	i
CCOC(=O)C1CCCN(C/C=C/c2ccccc2)C1 (stereo not given)	0.3	i	i

New compounds follow
Every second line gives: STK33 kinase inh	CHT inh	CHT PAM
- C=CCNC(=O)COc1ccc(Oc2ccccc2)cc1
 : -0.9	i	i
- CN(C)c1ccc(NC(=O)Cn2ncn3c(cc4ccccc43)c2=O)cc1
 : -0.9	i	i
- N/C(=N\N=C\c1cccs1)SC1CC(=O)N(c2ccc(Br)cc2)C1=O (stereo not given)
 : -0.5	i	i
- CS(=O)(=O)c1ccc(N)c(SSc2cc(S(C)(=O)=O)ccc2N)c1
 : -2.9	i	i
- Cc1cccc(NC(=O)CSc2nc3ccccc3nc2N2CCCC2)c1C
 : 0.2	i	i
- Cc1cc(C)nc(NNC2=CC(=[N+]3CCCCC3)CC(C)(C)C2)n1
 : 7.5	i	i
- COc1ccc(N=Cc2[nH]c3ccccc3c2O)cc1
 : 7.2	i	i
- CC(=O)c1ccc(NC(=O)c2ccc(CSc3ccccc3)o2)cc1
 : -0.7	i	i
- CC1CCN(C(C(=O)Nc2ccc3c(c2)OCO3)c2ccccc2)CC1 (stereo not given)
 : 0.9	i	i
- CCn1c(CSCc2ccc(C)cc2)nnc1SCC(=O)NCc1ccccc1
 : -0.1	i	i
- COc1ccccc1/C=C(/NC(=O)c1ccccc1)C(=O)NCCCn1ccnc1
 : 0.9	i	i
- Cc1cc(=O)n(CC(=O)NC2CC2)c2c1c(C)nn2-c1ccccc1
 : 1.5	i	i
- CCCN(CC(=O)Nc1ccccc1C)C(=O)c1ccc(N2CCCC2)c([N+](=O)[O-])c1
 : -0.2	i	i
- Cc1oc2ccc(NS(=O)(=O)c3ccc(C(C)(C)C)cc3)cc2c1C(=O)Nc1ccccc1
 : -0.8	i	i
- Cn1c(=O)n(C)c2cc(S(=O)(=O)Nc3ccccc3C(=O)O)ccc21
 : -0.7	i	i
- CCOC(=O)N1CCN(S(=O)(=O)c2ccc3[nH]c(=O)sc3c2)CC1
 : -0.2	i	i
- CCN(CC)C(=O)C1=C(C)NC(=O)NC1c1c(F)cccc1Cl (stereo not given)
 : 0.1	i	i
- O=C(CNC(=O)c1cccc(Br)c1)N/N=C/c1cccnc1
 : 5.6	i	i
- COC(=O)c1ccc(CSc2nc3c(cnn3-c3ccc(C)cc3)c(=O)[nH]2)o1
 : -1.8	i	i
- CCN(Cc1ccc(C#CCCO)cc1)CC1CCCN(CCc2cccc(OC)c2)C1 (stereo not given)
 : -1.2	i	i

Quoted from the listing.
Reading for Cc1cc(C)nc(NNC2=CC(=[N+]3CCCCC3)CC(C)(C)C2)n1 in STK33 kinase inh: 7.5
Reading for CC(C)(C)NC1=CC(=O)OC12CCCCC2 in STK33 kinase inh: -0.5

Structures listed so far that bear a hit mark in CHT inh.
molecule	STK33 kinase inh	CHT inh
Cc1cc(NS(=O)(=O)c2ccc(NC(=O)COc3c(C)cc(Br)cc3C)cc2)no1	-0.5	-6*

4 entries out of the list above, sorted by the value under STK33 kinase inh, ascending.
SMILES | STK33 kinase inh | CHT inh
CS(=O)(=O)c1ccc(N)c(SSc2cc(S(C)(=O)=O)ccc2N)c1 | -2.9 | i
C=CCNC(=O)COc1ccc(Oc2ccccc2)cc1 | -0.9 | i
CCCN(CC(=O)Nc1ccccc1C)C(=O)c1ccc(N2CCCC2)c([N+](=O)[O-])c1 | -0.2 | i
Cc1cc(C)nc(NNC2=CC(=[N+]3CCCCC3)CC(C)(C)C2)n1 | 7.5 | i

New compounds follow
Every second line gives: STK33 kinase inh	CHT inh	CHT PAM
- COc1ccc(/C=C/C(=O)c2ccoc2)cc1
 : 1.4	i	i
- CC1CCN(C2CCN(S(=O)(=O)c3ccc(F)cc3)CC2)CC1
 : 0.6	i	i
- O=C(OCn1ncc(Cl)c(Cl)c1=O)c1ccc(F)cc1
 : 0.6	i	i
- O=C(O)CC(C(=O)O)N1C(=O)/C(=C/C=C/c2ccco2)SC1=S (stereo not given)
 : 3.2	i	i
- Cn1nccc1C(=O)Oc1ccc(/C=N/NC(=O)c2ccccc2O)cc1
 : .	i	i
- O[C@@H]1CN(Cc2ccc(-n3cccn3)cc2)CC[C@H]1N1CCN(c2ccccc2F)CC1
 : -0.6	i	i
- CC(C)(C)n1nc2c(c1NC(=O)CCCc1ccccc1)CS(=O)C2 (stereo not given)
 : -2.3	i	i
- Cc1ccc(N2C(=O)c3ccc(C(=O)N4CCN(Cc5ccccc5)CC4)cc3C2=O)cc1
 : -0.2	i	i
- CCN(CC(=O)NCc1cccs1)C(=O)CN(C)S(=O)(=O)c1ccc(C)cc1
 : -1.5	i	i

Compound profiles, from the list above.
Results for O[C@@H]1CN(Cc2ccc(-n3cccn3)cc2)CC[C@H]1N1CCN(c2ccccc2F)CC1 = STK33 kinase inh: -0.6; CHT inh: i; CHT PAM: i
Results for CC(C)(C)n1nc2c(c1NC(=O)CCCc1ccccc1)CS(=O)C2 (stereo not given) = STK33 kinase inh: -2.3; CHT inh: i; CHT PAM: i
